# AID2073: disruptors of CaV2.2 binding to Mint1 – biochemical, HTRF (AID 2073). HTRF protein-protein interaction, Mint1-CaV2.2; higher % means a stronger effect. 290,000 compounds, 0.19% hits. inhibition, % at 20 µM; hits with a dose series show IC50 in µM; in the data active means inhibition mostly above about 51%, no sharp cut-off; further: some results filed as inactive read as strong as hits
# KOR beta-arrestin-1: kappa opioid receptor blockers – cell-based, luminescence, uHTS (AID 1778) | KOR beta-arrestin recruitment, luminescence, antagonist mode; higher % means a stronger effect | inhibition, % at 10 µM, or IC50 in µM where a hit was titrated | 290,000 compounds, 0.091% hits; in the data active means inhibition above about 50%; further: strong numbers were not always called active
# SIAH1 antagonists: blockers of Siah-1 interaction with plectin peptide – biochemical, fluorescence polarization, rhodamine-plectin, uHTS, primary screen (AID 1817) | Siah-1 / rhodamine-plectin peptide fluorescence polarization; higher % means a stronger effect | one-dose displacement, % at 20 µM; IC50 in µM for titrated hits | 290,000 compounds, 0.02% hits;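 active means displacement of at least 50% at 20 µM, with a fluorescence ratio check between 0.3 and a set limit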;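 further: plate controls were Siah plus tracer with DMSO for no effect and tracer alone without Siah for full effect; strong numbers were not always called active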
# GPR35 antagonists: inhibition of zaprinast-stimulated GPR35 beta-arrestin translocation – imaging, U2OS, beta-arrestin-GFP, zaprinast agonist, primary screen (AID 2058). U2OS GPR35 beta-arrestin-GFP translocation imaging, zaprinast antagonism; higher % means a stronger effect. one-dose inhibition, % at 10 µM; IC50 in µM for titrated hits. 290,000 compounds, 0.052% hits;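 active means inhibition of at least 50% with at least 30 cells and total cytoplasm GFP at most 10,000,000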
# NOD1 NF-kB reporter: NOD1 signaling inhibitors, primary screen, cell-based, luminescence, uHTS (AID 1578) | inhibition, % at 4 µM; hits with a dose series show EC50 in µM | 290,000 compounds, 1% hits | NOD1-driven NF-kB luciferase reporter cells, luminescence; higher % means a stronger effect; in the data active means inhibition mostly above about 36%, no sharp cut-off; inactive means mostly below about 34%;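 further: HEK-293T reporter cells stimulated with the NOD1 agonist gamma-tri-DAP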
# KOR beta-arrestin-2: kappa opioid receptor activators – cell-based, luminescence, uHTS, primary screen (AID 1777); KOR beta-arrestin recruitment, luminescence; higher % means a stronger effect; activation, % at 10 µM; hits with a dose series show EC50 in µM; 280,000 compounds, 0.02% hits; in the data active means activation above about 50%, passing the limit was not always enough; further: a part of the inactive calls stands beside numbers as strong as those of hits
# GPR55 LPI antagonism: GPR55 antagonists blocking LPI-driven arrestin recruitment, primary screen, imaging, U2OS, beta-arrestin-GFP, LPI agonist (AID 2013) | 290,000 compounds, 0.13% hits | U2OS GPR55 beta-arrestin-GFP translocation imaging, LPI antagonism; higher % means a stronger effect | inhibition, % at 10 µM; hits with a dose series show IC50 in µM;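 active means spots per cell inhibited over 60%, with over 100 cells counted and total cytoplasm intensity under 500,000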;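 further: U2OS cells stably carrying GPR55 and arrestin-GFP stimulated by 5 µM LPI near EC80; imaged beta-arrestin-GFP aggregate spots per cell after agonist stimulation; plate controls were LPI-stimulated DMSO wells for no effect and DMSO wells without LPI for full effect; some results filed as inactive read as strong as hits; confirmed hits need IC50 under 10 µM and bright autofluorescent wells are also inconclusive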
# GPR55 beta-arrestin: GPR55 agonists via beta-arrestin recruitment, primary screen, imaging, U2OS cells, beta-arrestin-GFP redistribution (AID 1961) | U2OS GPR55 beta-arrestin-GFP redistribution imaging; higher % means a stronger effect | activation, % at 10 µM, or EC50 in µM where a hit was titrated | 290,000 compounds, 0.048% hits;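 active means activation above 40% with more than 50 cells counted in the well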;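 further: U2OS osteosarcoma cells stably expressing GPR55 and beta-arrestin-GFP; plate controls were DMSO negative control for no effect and LPI positive control for full effect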
# HIV peptide binding: inhibitors of HIV fusion peptide binding, primary screen, biochemical, uHTS, fluorescence dequenching (AID 1986). cell-free peptide binding, fluorescence dequenching, 30 min; higher % means a stronger effect. 290,000 compounds, 0.3% hits. inhibition, % at 20 µM, or IC50 in µM where a hit was titrated; in the data active means inhibition mostly above about 52%, no sharp cut-off; inactive means mostly below about 76%; further: some results filed as inactive read as strong as hits
# Numbers without * were called inactive; [ ] = dose if it differs, or a comment. These rows are one share of the data (hit frequency here may not be typical).
# Assay codes: A = AID2073; B = KOR beta-arrestin-1; C = SIAH1 antagonists; D = GPR35 antagonists; E = NOD1 NF-kB reporter; F = KOR beta-arrestin-2; G = GPR55 LPI antagonism; H = GPR55 beta-arrestin; I = HIV peptide binding
CC1(c2ccccc2Br)NC(=O)N(CC(=O)Nc2ccc(S(N)(=O)=O)cc2)C1=O (configuration not stated)
  A = -2.4%; B = 6.5%; C = 0.4%; D = -5.9%; E = -10.6%; F = -3.0%; G = -3.8%; H = -0.2%; I = 0.1%
CCC(=O)Nc1cc(C)c(NC(=O)C23CC4CC(CC(C4)C2)C3)cn1
  A = 8.5%; B = 16.3%; C = 1.4%; D = 3.7%; E = -30.0%; F = -0.4%; G = 0.5%; H = -0.1%; I = 8.1%
CCOC(=O)c1c(C)nn(-c2ccc(NC(=O)c3c(C)noc3C)cc2)c1C
  A = 1.4%; B = 5.4%; C = 2.9%; D = -13.6%; E = -1.3%; F = -4.2%; G = 9.9%; H = 0.0%; I = -1.6%
CCOC1(OCC)N=C(N)C2(C#N)C(c3cccc(C)c3)C12C#N (configuration not stated)
  A = -1.5%; B = -0.2%; C = 1.5%; D = -16.7%; E = 9.3%; F = 2.6%; G = 7.8%; H = 0.0%; I = -0.9%
CCN(C(=O)/C=C/c1ccc(OC)cc1)C1CCCCC1
  A = -6.0%; B = -19.0%[20 µM]; C = 1.9%; D = 14.3%; E = -18.8%; F = -6.3%; G = 5.8%; H = 1.1%; I = 1.0%
COc1ccc(CN2CCN(c3ccccc3OC)CC2)c(OC)c1
  A = 32.2%; B = -9.6%[20 µM]; C = 2.9%; D = -11.7%; E = -9.0%; F = 0.7%; G = 10.5%; H = -0.3%; I = 0.3%
COc1ccc(/C=N/n2cnc3c(sc(=S)n3-c3ccccc3)c2=O)cc1
  A = 7.1%; B = -42.6%; C = -2.3%; D = -11.6%; E = -4.7%; F = 4.8%; G = -1.6%; H = -0.1%; I = -1.8%
NC(=O)CN(N=Nc1cccc([N+](=O)[O-])c1)c1cccc([N+](=O)[O-])c1
  A = -2.4%; B = 2.2%; C = -0.9%; D = 3.8%; E = 8.4%; F = -6.6%; G = -0.2%; H = 0.1%; I = -2.2%
CCOc1cccc(-c2c(C(=O)N/N=C/c3ccc(C)s3)nnn2-c2nonc2N)c1
  A = 15.4%; B = -17.2%; C = -0.8%; D = 5.5%; E = 7.3%; F = 2.9%; G = 5.8%; H = 0.0%; I = 0.1%
OCC[C@@H]1C[C@@H](O)[C@H](O)[C@]2(CCc3ccccc3CO2)O1
  A = 6.0%; B = -35.9%[20 µM]; C = 3.6%; D = 4.7%; E = 15.0%; F = -4.1%; G = -0.6%; H = -0.2%; I = 2.7%
CC(=O)Nc1ccc(SCC(=O)c2cc(C)ccc2C)cc1
  A = -10.6%; B = -33.3%; C = -3.7%; D = -1.7%; E = -66.0%; F = 0.5%; G = 10.1%; H = 0.3%; I = 0.3%
N#Cc1c(-c2cccs2)cc(-c2cccs2)[nH]c1=O
  A = 28.7%; B = 1.3%; C = 4.2%; D = 10.7%; E = 4.8%; F = 0.2%; G = 19.1%; H = -0.1%; I = 2.3%
C/C(=N\Nc1nccnc1Cl)c1ccc(O)c(C)c1
  A = 10.8%; B = -58.8%[20 µM]; C = 6.6%; D = -3.1%; E = -67.3%; F = -0.4%; G = 2.4%; H = 0.3%; I = -1.5%
S=c1nc[nH]c2c1ncn2C1CCCC1
  A = -38.1%; B = 25.2%; C = 9.3%; D = -3.9%; E = -12.4%; F = 3.4%; G = 9.2%; H = -0.1%; I = -0.1%
COc1cc(NC(=O)c2ccc([N+](=O)[O-])o2)ccc1NC(=O)c1cccs1
  A = 7.9%; B = -15.9%; C = 3.0%; D = 8.3%; E = 9.1%; F = -0.9%; G = 6.9%; H = -0.4%; I = -1.1%
CNC(=S)N(CCc1c(C)[nH]c2ccc(F)cc12)Cc1cccnc1
  A = -10.0%; B = 6.2%; C = -3.9%; D = -0.5%; E = -2.6%; F = 3.7%; G = -4.5%; H = -0.1%; I = -1.9%
O=C(Nc1ccccc1)c1cc([N+](=O)[O-])ccc1NC1CCCCC1
  A = 2.9%; B = 9.1%; C = 3.1%; D = -5.3%; E = -21.5%; F = -0.8%; G = 0.7%; H = -0.2%; I = -0.4%
COc1cccc(N2CC(C(=O)Nc3nnc(SCC(=O)NCC4CCCO4)s3)CC2=O)c1 (configuration not stated)
  A = -11.0%; B = 2.1%; C = 6.9%; D = 1.3%; E = -25.5%; F = 6.3%; G = 15.8%; H = 0.2%; I = 3.9%
O=C(COc1ccccc1)Nc1cccc(-c2nc3cc4ccccc4cc3[nH]2)c1
  A = 22.0%; B = -18.8%; C = -4.8%; D = -15.5%; E = 11.1%; F = 9.3%; G = -4.2%; H = -0.1%; I = -1.2%
COc1cc(C2C(C(=O)c3ccco3)=C(O)C(=O)N2c2cc(C)on2)cc(Br)c1O (configuration not stated)
  A = -9.6%; B = 6.3%; C = 5.0%; D = -6.4%; E = -12.9%; F = -3.7%; G = -3.5%; H = -0.1%; I = -1.3%
CN(c1ccccc1C(=O)Nc1cccc([N+](=O)[O-])c1)S(=O)(=O)c1ccccc1
  A = 14.2%; B = -27.4%[20 µM]; C = 4.5%; D = -3.2%; E = 17.1%; F = -1.9%; G = 8.9%; H = -0.1%; I = 1.4%
CCOc1ccc(-c2nonc2NC(=O)c2ccco2)cc1OCC
  A = 0.2%; B = -35.6%; C = -1.6%; D = 16.3%; E = -32.6%; F = 6.1%; G = 3.7%; H = 0.0%; I = 0.0%
CCc1c(C)sc(NC(=O)c2cc(-c3ccc(O)cc3)on2)c1C#N
  A = 16.8%; B = -25.2%; C = -6.9%; D = -6.3%; E = -1.0%; F = -5.4%; G = 5.2%; H = -0.2%; I = 0.0%
COc1ccc(C2(O)CC3CCC(C2)N3c2nc(C)cc(C)c2C#N)cc1 (configuration not stated)
  A = -4.8%; B = -11.8%; C = -2.0%; D = 12.2%; E = 26.7%; F = -1.5%; G = -12.5%; H = -0.2%; I = -2.9%
COc1ccc(C2CC(c3ccc(OC)cc3)n3nc(N)nc3N2)cc1 (configuration not stated)
  A = -2.3%; B = 3.7%; C = 1.2%; D = -8.2%; E = -9.9%; F = -2.7%; G = 3.4%; H = -0.1%; I = -1.0%
O=c1cc(N2CCc3ccccc32)[nH]c(=O)n1-c1ccccc1
  A = 5.8%; B = -19.6%; C = -2.6%; D = 11.6%; E = -13.8%; F = 7.4%; G = -5.3%; H = -0.3%; I = -1.3%
CCOC(=O)CNC(=O)c1cccs1
  A = 1.1%; B = -3.2%; C = 1.3%; D = 6.3%; E = -17.9%; F = -4.3%; G = 8.1%; H = -0.4%; I = 0.1%
N#Cc1ccc(NC(=O)N2CCC(c3nc4c(nnn4Cc4cccc(Cl)c4)c(=O)[nH]3)CC2)cc1
  A = -6.3%; B = -27.2%; C = 7.2%; D = 4.1%; E = -17.8%; F = 1.6%; G = 12.5%; H = -0.2%; I = -1.7%
COc1cc(C=O)ccc1OCCCOc1ccccc1[N+](=O)[O-]
  A = 13.4%; B = -34.1%; C = 1.9%; D = 3.7%; E = -55.8%; F = -0.5%; G = 6.4%; H = 0.3%; I = 0.8%
Cc1ccc(NC(=O)C2CCCN(S(=O)(=O)c3c(C)noc3C)C2)cc1F (configuration not stated)
  A = -2.7%; B = -5.3%; C = -0.3%; D = -5.7%; E = -32.7%; F = -3.7%; G = -2.9%; H = -0.2%; I = 2.0%
O=C(Cn1cc(/C=N/NC(=O)c2cccc3ccccc23)c2ccccc21)Nc1ccc(F)cc1
  A = 40.1%; B = 6.1%; C = -3.0%; D = 1.6%; E = 0.2%; F = 4.3%; G = -14.0%; H = 0.3%; I = -0.7%
Cc1cccc(CCNC(=O)c2cccc(N3CCCC3=O)c2)c1
  A = 15.9%; B = 4.9%; C = 4.8%; D = -14.5%; E = -61.5%; F = -4.1%; G = 2.5%; H = -0.1%; I = -0.9%
C=C(C)COc1ccc(-c2nc(N)ncc2Oc2ccccc2OCC)c(O)c1
  A = 35.8%; B = 42.9%; C = 3.1%; D = 7.4%; E = 27.2%; F = -1.5%; G = -8.7%; H = -0.1%; I = -2.9%
CC(C)(C)c1nc2ccccc2c(=O)n1N1C(=O)c2ccccc2C1=O
  A = -2.9%; B = -4.7%; C = -2.8%; D = -6.2%; E = -9.0%; F = -3.3%; G = 8.3%; H = 0.0%; I = -3.2%
